# Glioma ERSR ind – induces the endoplasmic reticulum stress response in human glioma cells; U87-MG GRP78 promoter luciferase reporter, 16 h; Potency, µM, for inactives: top-dose activation, most hits filed as activators; 0.02% of 420,000 active; active = well fitted activation curve with a large enough effect; also: series mostly up to about 76 µM; % of control where 0% means no effect; nearly all actives have a fitted effect of over 35% in size
#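 ERSR induction read as luciferase luminescence (Bright-Glo, 10 min at room temperature) in stably transfected human U87-MG glioma cells exposed to compounds for 16 h, using GRP78 as sensor.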
# The depositor's hits bear a star; i = inactive; & = joins results of further samples. Potency is read from the fitted curve at half-maximal effect. Some of the compounds tested; rates above refer to the full screens.
Glioma ERSR ind | mol
-5.9% | O=C1N[C@@H]2[C@H](CCCCC(=O)Oc3ccc([N+](=O)[O-])cc3)SC[C@H]2N1
2.6% | OC[C@@H]1O[C@H](O)[C@H](O)[C@@H](O)[C@@H]1O
7.4% | Cc1c(C(=O)N(C)C2CCCCC2)sc2nc3ccc(N)cc3n12
-4.5% | CCOC(=O)CCCCC1=CC2=CC(=O)C(C)(O)C(=O)C2=CO1 (stereo not drawn)
-5.7% | CO[C@@H]1/C=C\CC(=O)N2CCC[C@@H]2C(=O)OC[C@H](C)C(=O)OC[C@H]1C
-4.2% | O=C(CCc1c[nH]c2ccccc12)N1CCC(n2c(C3CCCO3)nc3cc(C(F)(F)F)ccc32)CC1 (stereo not drawn)
-3.2% | COc1ccc(-c2nc3cnc(N4CCNCC4)nc3n(-c3ccccc3)c2=O)cc1
-1.1% | CCCCCCCCCCCCC/C=C\[C@@H](O)[C@H](CO)NC(C)=O
0.3% | CC(=O)Nc1ccc(C(=O)N2CCCC(n3cc(C(=O)NCC(C)C)nn3)C2)cc1 (stereo not drawn)
-0.5% | O=C(/C=C/c1ccccc1)NCCO
-1.1% | NC(=O)N/N=C/c1ccc(Oc2ccc(F)cc2)cc1
-5.1% | O=c1c(CCc2ccccc2)nc2cnc(N3CCOCC3)nc2n1Cc1cccs1
-4.7% | COc1ccccc1CN1CC2(CCN(C(=O)c3cc(C(F)(F)F)cc(C(F)(F)F)c3)CC2)C1
-0.5%&-4.1%&-2.7%&-5.2%&-2.4% | O=[N+]([O-])c1cccc2c(Br)[nH]nc12
i | CN(C)c1ncnc2ccc(-c3ccc4c(c3)OCO4)cc12
-2.8% | COc1ccccc1CNc1nc(-c2cccnc2)nc2ccccc12
-5.6% | CCC1CN(CC(=O)NC(C)CO)Cc2cc(OC)ccc2O1 (stereo not drawn)
-2.8% | CC(CN1CCOCC1)C(Cc1ccccc1)(Cc1ccccc1)C(=O)N1CCCC1 (stereo not drawn)
-11.5% | CCCCCCCC/C=C\CCCCCCCC(=O)N[C@@H](CO)Cc1ccc(O)cc1
-3.3% | CCOC(=O)N/N=C1/C[C@@H](O)[C@@H](O)[C@@H]2[C@@H]3C(=O)N(c4cccc(Oc5ccccc5)c4)C(=O)[C@H]3CC[C@H]12
-5.8% | C[N+]1(CC2COC(c3ccccc3)(C3CCCCC3)O2)CCCCC1 (stereo not drawn)
-3.3% | CN(C)c1ncc2nc(-c3ccc(F)cc3)c(=O)n(Cc3cccs3)c2n1
-1.6% | C#CCCCCCCCCCCCC(O)CC(O)CO (stereo not drawn)
-3.9% | CN(CCO)C(=O)c1cn(C2CCCN(Cc3cc4ccccc4s3)C2)nn1 (stereo not drawn)
-1.3% | N#Cc1ccccc1-c1ccc2ncnc(N3CCNCC3)c2c1
1.0% | O=C(NCC1Cc2cccc(-c3cnccn3)c2O1)C1COc2ccccc2O1 (stereo not drawn)
0.5% | CCCCC/C=C\C/C=C\CC1OC1C/C=C\CCCC(=O)O (stereo not drawn)
2.7% | COc1cc(OC)c2c(=O)c(-c3ccc4c(c3)OCO4)coc2c1
-4.0% | CO[C@H]1[C@H](NC(=O)c2ccco2)c2ccccc2C12CCN(Cc1ccc3cccc(F)c3n1)CC2
2.4% | O=C(Cn1nc2ccccc2n1)N1CCOc2ccc(CN3CCc4sccc4C3)cc2C1

# 5 of the entries above in order of the Glioma ERSR ind value, low to high.
canonical_smiles	Glioma ERSR ind
O=C1N[C@@H]2[C@H](CCCCC(=O)Oc3ccc([N+](=O)[O-])cc3)SC[C@H]2N1	-5.9%
C[N+]1(CC2COC(c3ccccc3)(C3CCCCC3)O2)CCCCC1 (stereo not drawn)	-5.8%
CO[C@@H]1/C=C\CC(=O)N2CCC[C@@H]2C(=O)OC[C@H](C)C(=O)OC[C@H]1C	-5.7%
CN(CCO)C(=O)c1cn(C2CCCN(Cc3cc4ccccc4s3)C2)nn1 (stereo not drawn)	-3.9%
CC(CN1CCOCC1)C(Cc1ccccc1)(Cc1ccccc1)C(=O)N1CCCC1 (stereo not drawn)	-2.8%

# Back to the main list with the 4 entries that preceded the break.
Glioma ERSR ind | mol
0.5% | CCCCC/C=C\C/C=C\CC1OC1C/C=C\CCCC(=O)O (stereo not drawn)
2.7% | COc1cc(OC)c2c(=O)c(-c3ccc4c(c3)OCO4)coc2c1
-4.0% | CO[C@H]1[C@H](NC(=O)c2ccco2)c2ccccc2C12CCN(Cc1ccc3cccc(F)c3n1)CC2
2.4% | O=C(Cn1nc2ccccc2n1)N1CCOc2ccc(CN3CCc4sccc4C3)cc2C1
-3.8% | CCC1OC(=O)C(C)[C@@H](O[C@H]2C[C@@](C)(OC)C(O)C(C)O2)C(C)[C@@H](O[C@@H]2OC(C)CC(N(C)C)C2O)[C@@](C)(O)CC(C)C2NC(COCCOC)O[C@H](C2C)[C@@]1(C)O (stereo partly drawn)
-5.6% | Cc1ccc(C2CC(=O)Oc3c(C(C)C)ccc(C)c32)cc1 (stereo not drawn)
2.3% | CC(C)Oc1ccc(C(=O)NCC2Cc3cc(F)cc(-c4cnccn4)c3O2)cc1 (stereo not drawn)
-2.9% | CN(C)Cc1ccccc1-c1cncnc1NC1CC1
-2.0% | CCCCCCCCCCCCCCCCCC(=O)OC[C@@H](O)[C@H]1OC[C@H](O)[C@H]1O
-5.2%&-3.9% | CCCCN1CCC(CCC(=O)c2cc(Cl)c(N)cc2OC)CC1
-1.7% | Cc1cc(C)c(CN2CCC3(CCC(CNC(=O)c4ccn(C)n4)O3)CC2)cc1C (stereo not drawn)
-2.9% | Cc1noc(C)c1C(=O)N1CCC2(CCCN(C(=O)Nc3cccc(F)c3)C2)CC1
-2.2% | c1ccc(-c2cccc(N3CCCC4(CCNCC4)C3)c2)cc1
-5.0% | COc1cccc(Cn2c(=O)c(-c3cccs3)nc3cnc(OC)nc32)c1
-4.0% | COc1ccc(CN2CCCC(c3nc(-c4ccncc4)ncc3-c3ccccc3)C2)cc1OC (stereo not drawn)
-2.9% | Cc1ccsc1C1Cc2c(C(=O)NCc3cccnc3)c(=O)cc(C)n2-c2ccccc2S1 (stereo not drawn)
1.1% | [O-][N+](=Nc1ccccc1)c1ccccc1
-3.2% | C[C@@H]1c2ccccc2CN1CC1=NCCN1
-4.2% | CS(=O)(=O)N1CCC[C@@]2(CCN(Cc3nccs3)C2)C1
-6.8% | CNC(=S)NCCCCc1cnc[nH]1
-3.6% | O=C(OC[C@@H]1O[C@@](O)(COC(=O)c2cccnc2)[C@H](OC(=O)c2cccnc2)[C@H]1OC(=O)c1cccnc1)c1cccnc1
-1.6% | COc1ccc(-n2c(=O)cnc3cnc(Nc4ccccc4)nc32)cc1
-1.7% | COC1OC2COC(c3ccccc3)OC2C(O)C1O (stereo not drawn)
0.7% | COc1ccc(CNc2nc(-c3ccc(C(=O)N(C)C)cc3)nc3ccccc23)c(OC)c1
-2.4% | CC(=O)c1ccccc1-c1ccc2c(c1)CC(CNC(=O)Cc1c[nH]c3ccccc13)O2 (stereo not drawn)
-4.8% | O=C(c1ccc(C(F)(F)F)cc1)N(Cc1cc2ccc(F)cc2nc1N1CCOCC1)C1CC1
-1.9% | O=C(NCc1nnc2n1CCN(Cc1ccccc1C(F)(F)F)CC2)c1ccncc1
7.2% | O=c1cc(-c2ccc(O)c(O)c2)oc2ccccc12
-2.2% | COc1cccc(Cn2c(=O)c(CCc3ccccc3)nc3cnc(OC)nc32)c1
-4.1%&-1.9% | CNC(=O)[C@H](Cc1c[nH]c2ccccc12)NC(=O)[C@@H](CC(=O)NO)CC(C)C
-2.8% | O=C(c1cnccn1)N1CCC[C@@]2(CCN(c3ccccc3)C2)C1
-10.8% | Cc1nc(-c2ccc(OCC(C)C)c(C#N)c2)sc1C(=O)O
-4.2% | CC(=O)Nc1cc(C(=O)N2CCSCC2)cc2ncn(CCc3ccccn3)c12
-4.5% | CCOc1ccc(S(=O)(=O)O)c2cccnc12
-1.3% | CC[C@H](C)[C@H](NC(=O)[C@H](CC(=O)O)NC(=O)[C@H](CC(N)=O)NC(=O)[C@@H](NC(=O)[C@H](CCCNC(=N)N)NC(=O)[C@@H](NC(=O)[C@@H](NC(=O)[C@@H](NC(=O)[C@@H](NC(=O)[C@H](CCCCN)NC(=O)[C@@H](NC(=O)[C@H](CC(C)C)NC(=O)[C@@H](NC(=O)[C@H](CCCCN)NC(=O)[C@@H](NC(=O)[C@H](CC(=O)O)NC(=O)[C@H](CC(=O)O)NC(=O)[C@H](CCC(N)=O)NC(=O)[C@@H](NC(=O)[C@H](CCCCN)NC(=O)[C@H](CCC(N)=O)NC(=O)[C@@H](NC(=O)[C@@H]1CCCN1C(=O)[C@@H](N)C(C)C)[C@@H](C)CC)C(C)C)[C@@H](C)O)[C@@H](C)O)[C@@H](C)CC)[C@@H](C)O)[C@@H](C)CC)C(C)C)[C@@H](C)O)[C@@H](C)CC)C(=O)N[C@@H](CO)C(=O)N[C@@H](Cc1cnc[nH]1)C(=O)N[C@H](C(=O)N[C@@H](CCC(N)=O)C(=O)N[C@@H](CO)C(=O)N[C@H](C(=O)N[C@@H](CO)C(=O)N[C@@H](CO)C(=O)N[C@@H](CCCCN)C(=O)N[C@@H](CCC(N)=O)C(=O)N[C@@H](CCCCN)C(=O)O)C(C)C)[C@@H](C)O
-2.3% | OC[C@H]1NC[C@@H](O)[C@@H](O)[C@H]1O
-3.0% | COc1ccc(C(=O)NCCN2Cc3ccccc3OC(c3ccsc3)C2)c(OC)n1 (stereo not drawn)
-3.8% | COc1ccc(C(=O)NCC2Cc3cccc(-c4cncnc4)c3O2)c(OC)c1OC (stereo not drawn)
-8.1% | CN(C)c1ncc2nc(-c3ccc(F)cc3)c(=O)n(CCc3ccccc3)c2n1
-1.4% | COc1ccc(NC(=O)N2CC[C@@]3(CCCN(C(C)=O)C3)C2)cc1
-4.7% | CC[C@H](C)[C@H](NC(=O)[C@H](CO)NC(=O)[C@H](CC(N)=O)NC(=O)[C@H](CC(C)C)NC(=O)[C@H](Cc1ccc(O)cc1)NC(=O)[C@H](CCCCN)NC(=O)[C@H](CCCCN)NC(=O)[C@@H](NC(=O)[C@H](C)NC(=O)[C@H](CCSC)NC(=O)[C@H](CCC(N)=O)NC(=O)[C@H](CCCCN)NC(=O)[C@H](CCCNC(=N)N)NC(=O)[C@H](CC(C)C)NC(=O)[C@H](CCCNC(=N)N)NC(=O)[C@@H](NC(=O)[C@H](Cc1ccc(O)cc1)NC(=O)[C@H](CC(N)=O)NC(=O)[C@H](CC(=O)O)NC(=O)[C@@H](NC(=O)[C@H](Cc1ccccc1)NC(=O)[C@@H](NC(=O)[C@H](C)NC(=O)[C@H](CC(=O)O)NC(=O)[C@H](CO)NC(=O)[C@@H](N)Cc1cnc[nH]1)C(C)C)[C@@H](C)O)[C@@H](C)O)C(C)C)C(=O)N[C@@H](CC(C)C)C(=O)N[C@@H](CC(N)=O)C(N)=O
-1.3% | O=c1c(-c2ccccc2)nc2cncnc2n1C1CC1
-1.6% | O=C(c1csnn1)N1CCC2(CC1)CN(c1cccc(-c3ccccc3)c1)C2
0.1% | C=CCCCCCCCCCCC/C=C/C(O)COC(C)=O (stereo not drawn)
-3.2% | COCc1c(C(=O)N2CCCCCC2)cnn1-c1nccc(-c2cccs2)n1
-2.6% | CCCC(=O)NCCc1c(I)[nH]c2ccc(OC)cc12
-3.4% | N[C@@H](Cc1ccc(O)cc1)C(=O)O
-4.2% | CO/N=C(\C)CCN1CCc2nc(-c3ccccc3)c(-c3ccccc3)cc2C1
-2.8% | CC[C@H](C)[C@H](NC(=O)[C@H](CCC(=O)O)NC(=O)[C@H](C)NC(=O)[C@@H](NC(=O)[C@H](Cc1cnc[nH]1)NC(=O)[C@@H](NC(=O)[C@H](CCC(=O)O)NC(=O)[C@H](C)NC(=O)[C@@H](NC(=O)[C@H](CC(C)C)NC(=O)[C@H](Cc1cnc[nH]1)NC(=O)[C@H](Cc1cnc[nH]1)NC(=O)[C@H](CC(C)C)NC(=O)[C@H](Cc1c[nH]c2ccccc12)NC(=O)[C@H](Cc1ccccc1)NC(=O)[C@H](CCCNC(=N)N)NC(=O)[C@H](CCCNC(=N)N)NC(=O)[C@H](CCCNC(=N)N)NC(=O)[C@H](CC(C)C)NC(=O)[C@H](CC(=O)O)NC(=O)[C@H](CCC(N)=O)NC(=O)[C@@H](NC(=O)[C@H](CO)NC(=O)[C@H](CCCCN)NC(=O)CNC(=O)[C@H](CCCCN)NC(=O)[C@H](CC(=O)O)NC(=O)[C@H](Cc1cnc[nH]1)NC(=O)[C@H](CC(C)C)NC(=O)[C@H](CC(C)C)NC(=O)[C@H](CCC(N)=O)NC(=O)[C@@H](NC(=O)[C@H](CCC(=O)O)NC(=O)[C@H](CO)NC(=O)[C@@H](NC(=O)[C@H](C)N)C(C)C)[C@@H](C)CC)[C@@H](C)CC)[C@@H](C)CC)[C@@H](C)CC)[C@@H](C)O)C(=O)O
-3.0% | C=CCOC(=O)C(C(C)=O)C(NC(=O)OC)c1ccc(Cl)cc1 (stereo not drawn)
1.1% | Nc1ccccc1C(=O)C[C@@H](N)C(=O)O
-2.5% | CC(=O)C1CCC2C3CC=C4CC(O)CC[C@@]4(C)C3CC[C@]12C (stereo partly drawn)
-3.9% | COCC(=O)Nc1cc(C(=O)N2CCc3ccccc3C2)c2c(c1)nc(-c1ccncc1)n2C
-4.7% | COc1cc(-c2cc(C)c3c(OC)ccc(OC)c3n2)cc2c1OCCN(C(=O)C(C)c1n[nH]c(=O)c3ccccc13)C2 (stereo not drawn)
-2.5% | CCCCCCCCCCCCC(O)C(=O)O (stereo not drawn)
1.5% | CCC(C(=O)C(C)C(O)C(C)CCc1ccc(C)c(O)c1C(=O)O)C1OC(CC)(C2CC[C@@](O)(CC)C(C)O2)CC1C (stereo partly drawn)
-2.4% | COc1ccc(-c2oc3cc(OC)ccc3c(=O)c2O)cc1
